Screening data: PubChem, National Center for Advancing Translational Sciences (NCATS)
GPT2 inh = GPT2 alanine aminotransferase inhibition. actives 0.25% (n = 100,000). AID 1671188. Potency, µM (doses to about 57.7 µM), without a hit: top-dose activity change, negative = inhibition, hits mostly inhibitors. Q8TD30. Recombinant GPT2, coupled pyruvate oxidase/HRP Amplex Red fluorescence; further: potency means the concentration at half of the fitted maximal effect; nearly all actives have a fitted effect of over 60% in size; many of its hits are not listed in these tables
Target sequence (Q8TD30 whole entry, looked up): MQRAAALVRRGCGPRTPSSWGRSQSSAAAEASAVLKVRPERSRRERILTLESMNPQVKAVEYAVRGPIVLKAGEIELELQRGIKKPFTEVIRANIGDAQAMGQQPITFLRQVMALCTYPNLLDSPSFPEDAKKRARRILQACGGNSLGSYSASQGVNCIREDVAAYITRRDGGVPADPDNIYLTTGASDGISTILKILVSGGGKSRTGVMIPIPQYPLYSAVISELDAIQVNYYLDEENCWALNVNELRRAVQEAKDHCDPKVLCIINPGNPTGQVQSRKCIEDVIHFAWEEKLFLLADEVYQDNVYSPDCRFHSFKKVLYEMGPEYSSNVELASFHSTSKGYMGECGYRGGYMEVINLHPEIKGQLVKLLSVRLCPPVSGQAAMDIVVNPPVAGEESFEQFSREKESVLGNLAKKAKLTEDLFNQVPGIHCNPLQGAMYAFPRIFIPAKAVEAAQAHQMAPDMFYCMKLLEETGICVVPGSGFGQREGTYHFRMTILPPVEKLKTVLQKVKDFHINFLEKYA
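Inhibition is scored from Amplex Red fluorescence generated when pyruvate oxidase and HRP act on pyruvate released by GPT2. Reactions contain 10ng/uL enzyme, 250uM a-KG and 2mM L-alanine and run 30 min at room temperature.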
Luciferase inh = inhibitors of firefly (Photinus pyralis) luciferase; P08659; purified P. pyralis luciferase, luminescence, biochemical; Potency, µM (highest dose often 115 µM), without a hit: at the highest dose activity change, negative = inhibition, hits mostly inhibitors; actives 2.5% (n = 76,000); further: potency means the concentration at half of the fitted maximal effect; nearly all actives have a fitted effect of over 65% in size
Target sequence (P08659 whole entry, looked up): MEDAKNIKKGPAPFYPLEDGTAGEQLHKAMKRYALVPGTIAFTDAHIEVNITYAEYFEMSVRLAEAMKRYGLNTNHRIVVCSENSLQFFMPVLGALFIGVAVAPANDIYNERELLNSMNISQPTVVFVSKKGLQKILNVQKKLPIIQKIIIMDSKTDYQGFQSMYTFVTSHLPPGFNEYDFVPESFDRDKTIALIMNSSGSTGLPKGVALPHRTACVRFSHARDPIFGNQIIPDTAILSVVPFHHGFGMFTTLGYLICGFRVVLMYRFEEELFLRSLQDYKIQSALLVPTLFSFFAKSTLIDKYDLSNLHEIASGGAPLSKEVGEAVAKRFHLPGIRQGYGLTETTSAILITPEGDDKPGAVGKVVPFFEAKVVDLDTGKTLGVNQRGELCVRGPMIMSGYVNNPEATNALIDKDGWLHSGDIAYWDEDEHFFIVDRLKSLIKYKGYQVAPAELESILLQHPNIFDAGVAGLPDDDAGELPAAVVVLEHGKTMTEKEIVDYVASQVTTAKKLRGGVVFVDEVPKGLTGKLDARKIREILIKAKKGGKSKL
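Luminescence read by CCD imaging after purified firefly luciferase (10nM final) was added to substrate buffer holding 10uM D-luciferin and 10uM ATP, pH 7.5, pre-dosed with compound.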
3T3 cytotox = cytotoxic compounds in NIH 3T3 cells | NIH 3T3 viability, CellTiter-Glo ATP luminescence, 48-72 h | Potency, µM (highest dose often 96.7 µM), without a hit: at the highest dose activity change, negative = cytotoxicity, most hits filed as inhibitors | actives 4.3% (n = 94,000) | AID 1345082; further: potency means the concentration at half of the fitted maximal effect; nearly all actives have a fitted effect of over 55% in size
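First NIH 3T3 cells are plated at 400 cells/well; next compound is pinned in; then plates incubate 48 or 72 hr at 37 °C; finally CellTiter-Glo is added and luminescence read after 10 min.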
HEK293 viab = counter-screen for SNCA expression inhibitors: cell viability | HEK-293-SNCA-luc viability, GF-AFC fluorescence, 24 h | Potency, µM (highest dose often 57.1 µM), without a hit: at the top dose activity change, negative = cytotoxicity, most hits filed as cytotoxic | actives 0.12% (n = 150,000);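 further: potency means the concentration at half of the fitted maximal effect; 0% = DMSO-treated cells and -100% = medium-only wells without cells; nearly all actives have a fitted effect of over 30% in size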
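HEK-293-SNCA-luc cells (1500/well) plated 24 h, then exposed 24 h to a dilution series; GF-AFC added 30 min at 37C, fluorescence 405/540 nm; normalised to medium-only and DMSO wells, Hill fit.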
SNCA expr inh = inhibitors of alpha-synuclein (SNCA) gene expression; HEK-293 SNCA-luciferase knock-in, luminescence, 24 h; Potency, µM (titrated, usually from 57.2 µM), inactives show at the top dose activity change, negative = inhibition, actives largely listed as inhibitors; actives 0.17% (n = 140,000); AID 1671194;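 further: potency means the concentration at half of the fitted maximal effect; plate controls were DMSO cells for no effect and cell-free wells for full effect; nearly all actives have a fitted effect of over 45% in size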
HEK cytotox = HEK 293 cell cytotoxicity | Potency, µM (top dose mostly 115 µM), for inactives: at the top dose activity change, negative = cytotoxicity, most hits filed as inhibitors | AID 1345083 | actives 6.6% (n = 94,000) | HEK 293 viability, ATP luminescence (CellTiter-Glo), 48-72 h; further: potency means the concentration at half of the fitted maximal effect; nearly all actives have a fitted effect of over 60% in size
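Cells seeded first (HEK 293, 250 cells/well), then compound added by pintool. Incubation ran 48 or 72 hr at 37 degree Celsius. CellTiter-Glo was added and luminescence imaged after 10 min at room temperature.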
IP6K1 inhibitor = IP6K1 kinase inhibition | IP6K1 kinase, ADP-Glo luminescence, 2 h; stronger effect = lower value | Q92551 | actives 0.81% (n = 140,000) | AID 1645851 | activity change, % (series mostly up to about 58 µM); in the data active means activity change below about -25%
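ADP-Glo luminescence measures ADP made by human IP6K1 during a 2 h RT reaction with ATP/IP6 (mix at 1.3 mM/130 uM); top library doses 57.5 and 19.1 uM final.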
* hit, by the source's call; i = inactive; ? = inconclusive; · = not tested or not shown; & = joins results of further samples; ! = a repeat was not active; [ ] = remark or other dose. Unless noted, the call rests on the fitted dose curve; in most records, active means well fitted curve in the direction sought with a large enough effect; inconclusive means small, poorly fitted or top-dose-only effect, or another doubt; inactive means no such curve, though single readings can be large; an effect the other way counts as inactive or inconclusive. Unless noted, on the % scale 0 is the no-effect control and ±100 the full control effect. This is a subset; count on the stated rates, not on these rows.

Each structure is followed by: SNCA expr inh	IP6K1 inhibitor	3T3 cytotox	GPT2 inh	HEK293 viab	Luciferase inh	HEK cytotox
Cn1ccnc1C(=O)N1CCCCCCNC(=O)[C@@H]2C[C@@H](c3nc(-c4cccnc4)no3)C[C@@H]21
    -7%	13	-16%	i	0%	-3%	5%
O=C(Nc1cccc(C(=O)OCc2cc(=O)n3c4c(sc3n2)CCCC4)c1)c1ccc(Cl)cc1
    -33%	0	·	·	2%	·	·
COc1ccc(C(=O)Nc2cccc(OCc3cc(=O)n4c5c(sc4n3)CCCC5)c2)cc1
    4%	-13	·	·	-2%	·	·
O=C1NCCN2CC3(CCN(S(=O)(=O)Cc4ccccc4)CC3)CC12 (stereo not given)
    17%	2	-19%	1%	-6%	-1%	i
CCc1cccc(-n2nnnc2N2CCN(C(=O)NC(C)(C)c3ccccc3)CC2)c1
    -27%	-10	-10%	-6%	1%	·	-3%
CCOc1ccc(NC(=O)c2cc3c(s2)CN(C2CCCC2)C3)cc1
    14%	-1	?	2%	8%	13%	?
CNC(C)c1ccncc1 (stereo not given)
    -19%[87.6 µM]	-1	3%[174 µM]	i	-12%[87.6 µM]	·	2%[230 µM]
COc1cc(C2CC(=O)N(c3ccccc3)C3=C2C(=O)OC3)cc(OC)c1OC (stereo not given)
    -1%	24	·	·	-2%	·	·
COc1cc(Cl)c(C)cc1NC(=O)Cn1ncc2c([nH]c3ccccc32)c1=O
    -7%	0	·	·	9%	·	·
Cn1nc(C(=O)NCc2ccccc2)c2c1-c1ccccc1SC2
    53%[activator]	-22	·	·	-6%	·	·
C/C=C1/[C@H](O[C@@H]2O[C@H](CO)[C@@H](O)[C@H](O)[C@H]2O)OC=C2C(=O)O[C@@H]3C[C@@H](C(C)CO)[C@H](COC(=O)C[C@H]21)[C@H]3C (stereo not given in full)
    ·	18	·	i	7%[23.9 µM]	·	·
NC(=O)c1ccc(-c2nc3c([nH]2)CN(C(=O)CN2CCOCC2)CC3)cc1
    -2%	8	0%	i	5%	6%	1%
CC(C)(C)c1cnc(-c2ccccc2)[nH]1
    -5%[87.6 µM]	13	?	i	4%[87.6 µM]	·	?
O=C(COc1ccccc1F)Nc1ccc(OCc2cc(=O)n3ccccc3n2)cc1
    24%	-14	·	·	6%	·	·
NC(=O)Cn1ccc2cc(OCC3CCN(C(=O)Oc4ccccc4Cl)CC3)cnc21
    20%	-14	?	4%	0%	-9%	?
N#Cc1ccc([S+](=O)([O-])N2CCC3(CC2)OCCN(CC2CC2)C3=O)cc1
    -27%[87.6 µM]	-6	?	-4%[88.5 µM]	3%[87.6 µM]	-3%[172 µM]	-22%[172 µM]
CCCC(NC(=O)c1c(F)cccc1F)c1ccccc1 (stereo not given)
    -10%	0	-24%	i	7%	0%	-17%
O=C(NCc1ccco1)c1c[nH]c2ccc(S(=O)(=O)Nc3ccc(F)cc3F)cc2c1=O
    -11%	-23	·	·	12%	·	·
Cc1ccc(Cl)cc1N1CCN(Cc2nnc(-c3ccc4c(c3)OCO4)o2)CC1
    -4%	3	·	·	9%	·	·
Cc1ccc(C(CC(=O)Nc2cc(C)cc(C)c2)N2Cc3ccccc3C2=O)cc1 (stereo not given)
    ?	-2	·	·	-28%	·	·
CC[C@@H]1[C@H](NC(=O)c2cccc(N3CCS(=O)(=O)CC3)c2)[C@@H]2CCO[C@H]12
    -6%	-10	i	i	-4%	0%	i
COCCN1CCCCCC(O)c2cc(C(=O)N3CCN(c4ccc(OC)cc4)CC3)ccc21 (stereo not given)
    55%[activator]	-17	?	i	-17%	-8%	?
O=C(NCc1nnc2n1C(C(=O)O)CC2)c1cccc(Cl)c1 (stereo not given)
    -4%	2	1%	-5%	2%	·	1%
CCOc1ccccc1NC(=O)CSC1=Nc2ccccc2C2=NC(CC(=O)NC3CCCCC3)C(=O)N12 (stereo not given)
    -12%	-7	·	·	-29%	·	·
O=C(NC1CCCN(c2ccc3nnc(C4CC4)n3n2)C1)c1ccc(Cl)nc1 (stereo not given)
    ·	13	?	·	·	·	-25%
COC(=O)CCCNC(=O)[C@@H]1[C@@H](NC(=O)NC2CCCCC2)CCN1C(=O)CC(C)(C)C
    -17%	-11	-2%	-29%	1%	2%	-1%
CCn1c(C2CCCN(C(=O)c3ccco3)C2)nn(C)c1=O (stereo not given)
    2%	13	i	3%	-6%	1%	4%
COc1ccc(Cl)cc1C(=O)NCCS(=O)(=O)N1CCN(c2ccccc2OC)CC1
    -23%	-7	·	·	1%	·	·
COc1cccc(CNC(=O)[C@@H]2C[C@@H](O)CN2C2CCN(C(=O)c3cccc4nccnc34)CC2)c1
    -18%	8	-3%	i	-3%	-8%	-13%
Cc1cccc(NC(=O)c2ccc3c(c2)N(C)C2CCCCCN2C3=O)c1 (stereo not given)
    174%[activator]	19	?	i	11%[12.5 µM]	35µM*	?

Given bar-delimited: part of the list above
Molecule | SNCA expr inh | IP6K1 inhibitor | 3T3 cytotox | GPT2 inh | HEK293 viab | Luciferase inh | HEK cytotox
COc1ccc(C(=O)Nc2cccc(OCc3cc(=O)n4c5c(sc4n3)CCCC5)c2)cc1 | 4% | -13 | · | · | -2% | · | ·
C/C=C1/[C@H](O[C@@H]2O[C@H](CO)[C@@H](O)[C@H](O)[C@H]2O)OC=C2C(=O)O[C@@H]3C[C@@H](C(C)CO)[C@H](COC(=O)C[C@H]21)[C@H]3C (stereo not given in full) | · | 18 | · | i | 7%[23.9 µM] | · | ·

The listing continues:
Each structure is followed by: SNCA expr inh	IP6K1 inhibitor	3T3 cytotox	GPT2 inh	HEK293 viab	Luciferase inh	HEK cytotox
Cc1ccc(-c2cccc(CN3CCCC(c4nc5ccc(C)cc5c(=O)[nH]4)C3)c2)c(C)c1 (stereo not given)
    -26%&-22%	-3&-10	?	-6%	-4%&-9%	1%	35µM*!
O=S(=O)(c1ccccc1)c1nnn2c1nc(NCc1ccncc1)c1ccccc12
    1%	-5	-10%	i	0%	·	-9%
c1ccc(Nc2cc3c(cn2)CN(Cc2ccsc2)CCN3)cc1
    27%[87.6 µM]	12	56µM*	?	?	10µM*	?
COc1ccc(C2(C(=O)NCC(=O)N3CCCCCCNC(=O)CC3c3ccccc3)CC2)cc1 (stereo not given)
    -8%	0	-8%	2%	-8%	3%	-32%
CCCNc1nc(NCc2ccccc2OC)c2cnn(C)c2n1
    -31%	-18	·	·	-18%	·	·
Cc1ccccc1CNC(=O)C1CCN(C(=O)c2ncn3c2COC(c2ccccc2)C3)CC1 (stereo not given)
    50%[activator]	-1	-7%	i	-1%	16µM*	-4%
Cc1ccc(N2CCN(C(=O)c3c(C)oc4ncn(C)c(=O)c34)CC2)c(C)c1
    -6%	16	·	·	2%	·	·
Cc1ccc2c(c1)cc1c(=O)n(Cc3cccc(Cl)c3)nc(C)n12
    5%	-30*	·	·	9%	·	·
O=C1CCCN1CCCNC(=O)C1(CCO)CCN(Cc2ccccc2)C1 (stereo not given)
    8%	21	-19%	i	11%	·	-8%
CNC(=O)N1CCC(N2CC(OCC3CC3)C23CCCCC3)CC1 (stereo not given)
    28%	-2	-2%	i	1%	·	i
COc1ccc(F)c(CN2CCCC(O)(CN(C)Cc3cc(C)on3)C2=O)c1 (stereo not given)
    5%	-6	-14%	1%	3%	-3%	-20%
Cc1cccc(NC(=O)Cn2nnc(-c3nc(-c4ccncc4)no3)c2N)c1
    -11%	-12	·	·	17%	·	·
CC1CCN(c2nc3c(-c4cccc(Br)c4)nnn3c3ccccc23)CC1
    -13%	10	·	·	-9%	·	·
CCC(C)NC(=O)C1CCCN1C(=O)c1cccc(-c2cccnc2)c1 (stereo not given)
    ·	-7	-6%	·	·	·	-1%
O=C(Nc1cccc(C(F)(F)F)c1)N[C@H]1[C@H](O)[C@@H](N2CCC(Cc3ccccc3)CC2)[C@@H]2OC[C@H]1O2
    ?	10	35µM*	4%	1%	-11%	?
COc1ccccc1-c1cnc2n[nH]c(-c3ccc(F)cc3C)c2n1
    ?	16	?	-14%[88.5 µM]	-16%[87.6 µM]	5%[172 µM]	?
Cc1ccc(C(=O)N2C[C@@H](CO)[C@H](c3ccncc3)C2)nc1
    11%	1	3%	-5%	-2%	-5%	0%
Cn1cccc1-c1cc2n(n1)CCC(=O)N2CC(=O)Nc1ccc(F)cc1Cl
    27%	-3	·	·	7%	·	·
CCOC(=O)c1cccc(NC(=O)c2ccc3c(c2)N(CC)C2CCCCN2C3=O)c1 (stereo not given)
    -9%	9	40µM*	i	3%[12.5 µM]	-12%	40µM*
CC(=O)N1CCC(C2CCN(C(=O)c3cc(C)n(C)n3)C2)CC1 (stereo not given)
    -8%	-4	2%	-2%	0%	·	-3%
Cc1ccc(F)cc1S(=O)(=O)N1CC(c2nc(-c3ccncc3)no2)C1
    6%	-3	-20%	-10%	0%	12%	?
N#Cc1cccnc1-c1ccc(C(=O)N2CCC(NC(=O)c3ccc(C(F)(F)F)cc3)CC2)cc1
    -17%	-1	?	i	0%[12.5 µM]	·	?
COc1ccccc1C(=O)N1Cc2c(C(=O)NC3CC3)nn(C)c2C1
    -20%	19	-26%	i	13%	·	-27%
COCc1nc(C2CCCN(C(=O)c3cc(OC)cc(OC)c3)C2)no1 (stereo not given)
    -15%	-6	-18%	i	-9%[12.5 µM]	-3%	9%
Cn1c(CNC(=O)C2CCCN(C(=O)c3ccccc3)CCC(=O)NCC2)nc2ccccc21 (stereo not given)
    -2%	5	-10%	1%	3%	7%	i
CCOC(=O)c1sc2nc(C)n(CC(=O)Nc3cccc(Cl)c3)c(=O)c2c1C
    3%	7	·	·	11%	·	·
Cc1ccc(C2c3[nH]c4ccccc4c3CCN2C(=O)Nc2ccc(C)c(C)c2)cc1 (stereo not given)
    32%	21	·	·	4%	·	·
COc1ccccc1-c1[nH]nc2ncc(-c3cnn(C)c3)nc12
    ?	3	?	1%[88.5 µM]	-16%[87.6 µM]	-5%[172 µM]	35µM*
CCN1CCN(c2ncc3c(n2)CCN(Cc2ccc(OC(C)C)cc2)C3)CC1
    -25%	-1	·	·	-3%	·	·
COc1cccc(Cn2c(=O)n(-c3cccc(Cl)c3)c(=O)c3c4c(sc32)CN(C(C)=O)CC4)c1
    ?	33	·	·	?	·	·
O=C(CSc1cn(CC(=O)N2CCCCC2)c2ccccc12)NCc1ccccc1Cl
    -29%	8	·	·	?	·	·
Cc1ncoc1C(=O)N1CCCN(S(=O)(=O)c2ccccc2)CCC(=O)NCC1
    -15%	-2	-12%	?	?	-2%	-10%

Copied from the list:
CCC(C)NC(=O)C1CCCN1C(=O)c1cccc(-c2cccnc2)c1 (stereo not given) – HEK cytotox: -1%
Cc1ccc2c(c1)cc1c(=O)n(Cc3cccc(Cl)c3)nc(C)n12 – SNCA expr inh: 5%
CCCNc1nc(NCc2ccccc2OC)c2cnn(C)c2n1 – HEK293 viab: -18%
